HSP90 refold inh = HSP90 refolding inhibition in rabbit reticulocyte lysate; inhibition, % at 5.6 µM; AID 1789; 0.91% of 290,000 active; luciferase refolding luminescence, 3 h;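 active = inhibition above the screen-wide mean plus 3 SD, computed separately per campaign, cut at about 16% in these data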;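 note: 0% = DMSO wells and 100% = 60 µM geldanamycin wells; inhibitors lower the luminescence because luciferase stays unfolded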
AI-2 QS mod = modulates the Vibrio harveyi AI-2 quorum sensing system. Vibrio harveyi JMH597 AI-2 luminescence/OD600 ratio, 9 h; active compounds read low; strain lacks LuxN and CqsS sensors; 0 = neutral-control median. activity change, % at 7.5 µM. 0.4% of 300,000 active; in the data active = activity change below about -75%, passing the limit was not always enough;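 note: luminescence divided by OD600 gain over 9 h not by final OD600 alone; inactives centre near 13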
aSyn UTR inh = MLPCN primary screen, SNCA 5' untranslated region; alpha-synuclein 5'UTR reporter, inhibitor activity; inhibition, % (tested at 7.5 µM); 0.82% of 300,000 active; AID 1813; in the data active = inhibition above about 60%;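 note: H4 neuroglioblastoma cells stably carrying SNCA 5'UTR luciferase fusion; 0% = DMSO wells and 100% = positive control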
GSK3B inh = human GSK3beta kinase inhibition; AID 2097; P49841; GST-GSK3beta kinase, ADP-Glo luminescence, 60 min; active compounds read low; activity score (negative = inhibition), % at 10 µM; 0.038% of 300,000 active;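 active = more than half of replicate wells score below -50%, meaning over 50% inhibition versus plate controls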;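 note: 0% = median DMSO wells and -100% = median GW8510 positive control wells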
Target sequence (P49841 whole entry, looked up): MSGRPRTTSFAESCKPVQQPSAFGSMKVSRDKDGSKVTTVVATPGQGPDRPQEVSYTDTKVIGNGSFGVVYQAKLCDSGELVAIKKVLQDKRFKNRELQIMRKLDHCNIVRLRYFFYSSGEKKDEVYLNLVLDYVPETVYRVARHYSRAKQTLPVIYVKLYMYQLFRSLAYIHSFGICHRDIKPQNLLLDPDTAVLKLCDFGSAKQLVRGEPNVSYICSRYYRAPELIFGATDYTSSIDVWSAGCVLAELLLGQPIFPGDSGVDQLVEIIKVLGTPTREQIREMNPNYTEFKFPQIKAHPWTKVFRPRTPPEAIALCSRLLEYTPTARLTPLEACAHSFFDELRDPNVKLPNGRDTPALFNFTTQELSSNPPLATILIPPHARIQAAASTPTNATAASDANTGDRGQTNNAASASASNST
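Assay system: GST-tagged human GSK3beta kinase, cell-free; Input: 1.6 ng GSK3beta; Medium: Tris/MgCl2 kinase buffer; Timing: 60 min enzyme reaction, room temperature; Signal: ADP-Glo luminescence quantifying ADP generated by kinase; Evaluation: score relative to plate controls; Benchmarks: DMSO neutral wells and GW8510 at 20 µM as positive.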
IEC-6 cytotox = counter-screen for KLF5 inhibitors: cytotoxicity in IEC-6 cells | IEC-6 cytotoxicity, luminescence viability | inhibition, % at 5 µM | 0.78% of 290,000 active | AID 1825; in the data active = inhibition above about 22%;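 note: 0% = plate median of test compound wells and 100% = cytotoxic reference compound wells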
GSK3A inh = human GSK-3 alpha kinase inhibition. P49840. ADP-Glo luminescence, 60 min. inhibition, % at 10 µM. 0.1% of 320,000 active. AID 2650;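 in the data active = inhibition above about 50%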;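 note: GST-tagged GSK-3 alpha with peptide substrate and 25 µM ATP; 0% = DMSO neutral wells and 100% = GW8510 positive control wells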
Target sequence (P49840 whole entry, looked up): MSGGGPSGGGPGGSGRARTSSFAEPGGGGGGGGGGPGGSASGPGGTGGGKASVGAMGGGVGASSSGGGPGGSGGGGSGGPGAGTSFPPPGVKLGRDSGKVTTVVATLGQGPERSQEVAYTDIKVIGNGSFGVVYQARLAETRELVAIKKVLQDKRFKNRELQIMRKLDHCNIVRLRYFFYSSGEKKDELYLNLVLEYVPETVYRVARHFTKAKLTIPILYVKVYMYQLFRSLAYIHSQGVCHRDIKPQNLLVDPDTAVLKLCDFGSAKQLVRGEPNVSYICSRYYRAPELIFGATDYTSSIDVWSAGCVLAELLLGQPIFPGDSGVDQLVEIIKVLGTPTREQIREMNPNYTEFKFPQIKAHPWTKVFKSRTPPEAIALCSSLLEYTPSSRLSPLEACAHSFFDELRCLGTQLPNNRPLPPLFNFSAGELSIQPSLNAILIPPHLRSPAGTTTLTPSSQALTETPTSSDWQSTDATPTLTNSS
KLF5 inh = suppresses KLF5 promoter-driven expression; inhibition, % at 5 µM; DLD-1 KLF5 promoter-luciferase reporter, luminescence; 0.23% of 290,000 active;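 active = inhibition above a per-plate limit of that plate's mean compound inhibition plus 3 SD, cut at about 60% in these data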;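 note: 0% = DMSO wells and 100% = LY294002 at 200 µM; higher means less KLF5 promoter-driven luciferase light; inactives centre near -14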
HSF1 inhib = HSF1 inhibition | NIH3T3-HGL HSE-luciferase, MG132-induced, luminescence 8 h; active compounds read low | activity change, negative = inhibition, % at 7.5 µM (by protocol) | 0.77% of 300,000 active | AID 2098;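 active = more than half of replicate wells show activity change below -50%, luminescence cut by over half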;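 note: luciferase reports HSF-1 transcriptional activity via heat shock element; 0% = median of DMSO wells and -100% = zero luminescence signal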
HSF1 activator = increases HSF-1 driven luciferase reporter signal | AID 504408 | 1.7% of 300,000 active | activation, % at 9 µM | NIH3T3-HGL HSF-1 luciferase reporter, MG132, 8 h; 100% = twice DMSO control signal;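 active = mean replicate activation of at least 50% with a set share of replicates each reaching 50%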;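 note: 0% = median of the neutral control wells and 100% = twice that signal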
PolyA inh = inhibitors of polyadenylation in S. cerevisiae; S. cerevisiae SKY197-pL101 polyadenylation reporter, beta-gal luminescence; efflux-impaired pdr1/pdr3 knockout yeast; score 100 = 6 SD above DMSO; calls only at 12 µM; 0.02% of 300,000 active;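 active = lowest replicate activity score at least 50, where 100 means six control SD above control mean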;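 note: yeast exposed to compound for 9 h at 30 °C; higher score means more reporter readthrough which indicates perturbed polyadenylation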
* marks the source's active call; other numbers are inactive results; i = inactive; . = not tested or not shown.

SMILES	HSP90 refold inh	AI-2 QS mod	aSyn UTR inh	GSK3B inh	IEC-6 cytotox	GSK3A inh	KLF5 inh	HSF1 inhib	HSF1 activator	PolyA inh
CCC(C)NC(=O)Cn1cnc([N+](=O)[O-])c1 (stereo unspecified)	5	19	27	3	7	-1	-10	2	25	i
O=C(N/N=C/c1ccc(OCc2ccccc2)cc1)c1ccncc1	1	4	-164	3	2	-1	-66	21	31	i
COCCn1c(COc2ccc(Cl)cc2)nnc1SCC(N)=O	1	19	34	-1	-3	-1	7	-5	-2	i
COc1ccc(CN2CC(=O)N(c3ccc(C)cc3)C2=S)cc1OC	-2	4	27	1	4	-2	-33	4	3	i
CC1CCCC(NC(=S)NC(=O)c2ccccc2Br)C1C (stereo unspecified)	-4	33	14	2	1	4	7	-5	-8	i
Cc1cc(Br)ccc1OCC(=O)NNC(=O)CCc1ccccc1	-4	7	5	0	-3	0	7	-2	-2	i
COCCn1nnnc1C(c1cc2cc(C)ccc2[nH]c1=O)N1CCCCCC1 (stereo unspecified)	-1	19	5	2	-6	-1	7	4	-8	i
COC(=O)Nc1snnc1C	1	-2	2	-4	-4	-2	-4	-5	0	i
O=C(OCc1nnc(-c2ccccc2)o1)C1CC(=O)N(c2ccccc2)C1 (stereo unspecified)	-3	25	11	3	-4	1	-8	0	-1	i
Nc1nnc(CCOc2ccc(Cl)cc2)s1	1	1	26	-1	5	4	-4	-3	-4	i
COc1ccc(N2CCN(C(=O)CCc3nnc4ccc(N5CCOCC5)nn34)CC2)cc1	-9	29	6	1	-6	1	-13	2	4	i
COc1ccc(C(=O)NC2CCN(C(=O)NCc3ccccc3)CC2)cc1	-3	16	26	2	5	-1	-8	-2	0	i
O=C(CSc1nc2cc3c(cc2c(=O)n1CCC1=CCCCC1)OCO3)NCc1ccco1	-2	5	18	0	-3	0	-23	2	-2	i
N#Cc1cc(N)c(Nc2ccccc2)cc1C#N	0	14	33	1	16	-1	17	-10	1	i
COc1ccccc1N(CC(=O)NCCC1=CCCCC1)S(=O)(=O)c1ccccc1	-8	20	-7	0	-1	0	-27	-7	-4	i
CNC(=O)CS(=O)CC(=O)Nc1cc(OC(C)C)c(Cl)cc1Cl (stereo unspecified)	0	4	-3	3	3	-2	29	-1	11	i
CCCn1c(=O)c2c(nc3n2CCS3)n(C)c1=O	-5	34	-26	2	5	1	0	-5	-6	i
O=C(NCc1ccco1)/C(=C\c1ccco1)NC(=O)c1ccco1	2	4	-24	-3	-5	.	-6	-4	0	i
COCCn1c(=S)[nH]c2cc(C(=O)N3CCc4ccccc4C3)ccc2c1=O	0	12	11	1	3	-2	20	-6	11	i
COc1ccccc1N(CC(=O)NCc1ccccc1)C(=O)CCC(=O)Nc1ccccn1	8	12	-1	-1	-1	-5	10	-2	-13	i

Pulled one by one from the entries so far, two records:
SMILES	HSP90 refold inh	AI-2 QS mod	aSyn UTR inh	GSK3B inh	IEC-6 cytotox	GSK3A inh	KLF5 inh	HSF1 inhib	HSF1 activator	PolyA inh
CCC(C)NC(=O)Cn1cnc([N+](=O)[O-])c1 (stereo unspecified)	5	19	27	3	7	-1	-10	2	25	i
O=C(OCc1nnc(-c2ccccc2)o1)C1CC(=O)N(c2ccccc2)C1 (stereo unspecified)	-3	25	11	3	-4	1	-8	0	-1	i

Additional records.
SMILES	HSP90 refold inh	AI-2 QS mod	aSyn UTR inh	GSK3B inh	IEC-6 cytotox	GSK3A inh	KLF5 inh	HSF1 inhib	HSF1 activator	PolyA inh
O=C(NCCO)C(=O)Nc1cc2c3c(c1)CCC(=O)N3CCC2	4	13	-5	2	5	0	7	1	2	i
COCc1cc(C)nc2oc(C(=O)c3ccccc3)c(N)c12	-3	18	4	3	-1	3	-19	1	12	i
Cn1cnc(Sc2ncnc3nc[nH]c23)c1[N+](=O)[O-]	4	-32	31	-7	39*	7	-17	-6	-3	i
CSc1ncccc1C(=O)OCC(=O)c1ccccc1Br	-1	20	4	1	0	-3	2	7	54*	i
COC(=O)Cn1c(=O)c2c(nc3n2CCCN3Cc2ccccc2)n(C)c1=O	-2	17	7	6	4	-4	-9	3	9	i
Cc1cc(C)c2c(=O)[nH]c(SCC(=O)N3CCCCC3)nc2n1	3	35	-10	-1	5	-3	7	-11	-20	i
CCOC(=O)C1CCCN(C(=O)COc2ccc(S(=O)(=O)N(CC)c3ccccc3)cc2)C1 (stereo unspecified)	1	7	-2	1	-1	-1	-6	4	21	i
CN1CCN(C(=O)c2cc3nc(-c4ccccc4)cc(C(F)(F)F)n3n2)CC1	-1	10	7	0	1	-1	-2	-10	2	i
COc1ccc(NCC(=O)Nc2ccc(Cl)cc2C)c(OC)c1	9	22	15	1	8	0	4	11	16	i
Cc1ccc(NC(=O)CSc2nc(CSc3ccc(C)cc3)cc(=O)[nH]2)cc1	0	20	2	1	0	0	-11	3	34	i
CCNc1ccc(C(=O)OCC(=O)N2CCCC2)cc1[N+](=O)[O-]	7	21	9	-3	-5	-3	-21	4	12	i
CN1CCN(c2ccc(Cl)cc2NC(=O)CC2OC(=O)c3ccccc32)CC1 (stereo unspecified)	.	.	-8	.	.	2	.	-3	-1	i
O=C(CCNC(=O)c1ccco1)Nc1ccccc1OC(F)F	-4	25	15	-1	4	0	-25	-1	-10	i
CCOC(=O)c1ccc(N2CCN(c3ccccc3F)CC2)c(NC(=O)Nc2cccc(OC)c2)c1	5	-4	40	-1	0	0	-9	-2	5	i
COc1cc(C(=O)NCCc2cc3c(OC)ccc(OC)c3[nH]c2=O)cc(OC)c1OC	1	13	2	0	7	-6	-3	2	-7	i
C/C(=N\NC(N)=O)c1ccc(-n2ccnc2)cc1	-5	25	-3	3	2	-1	2	-5	-2	i
Cc1cc(C)c2oc(C(=O)N(Cc3ccccc3)C3CCS(=O)(=O)C3)cc(=O)c2c1 (stereo unspecified)	1	17	9	1	1	3	-16	-2	2	i
Cc1ccccc1Nc1nnc(C)c(=O)[nH]1	-1	10	-1	3	1	-1	-54	4	55*	i
Cc1cccc(-n2ncc3c2CCCC3NC(=O)Cn2cccn2)c1C (stereo unspecified)	5	20	-11	-5	6	0	4	8	-2	i
COC(=O)CCC(=O)N1CCOCCOCCN(C(=O)CCC(=O)OC)CCOCCOCC1	4	11	9	5	-4	.	-10	-11	3	.
Cn1cc(CN2CCN(CCO)CC2)c(-c2ccc(Oc3ccccc3)cc2)n1	-2	16	24	1	4	-1	-12	-3	-5	i
COC(=O)COc1ccc2occ(C(C)=O)c2c1	1	17	-12	-9	3	26	1	3	-6	i
O=C(OC1CCN(c2ncc(C(F)(F)F)cc2Cl)CC1)c1ccc(Cl)cc1	-1	6	19	2	-6	-3	-30	-6	-7	i
O=C(COc1ccc(C(=O)c2ccc(F)cc2)cc1)NCc1ccc(F)cc1	2	22	4	0	1	-3	14	-9	-12	i
CCCN(CC(=O)Nc1ccc(Cl)cc1Cl)Cc1cc(=O)n2ccsc2n1	-4	19	-4	5	1	3	4	14	11	i
COc1ccc(OC)c(CNc2ncc(-c3cccc([N+](=O)[O-])c3)n2C)c1	2	-7	-20	-3	-4	1	-30	3	2	i
O=C(c1cccc(F)c1)N1CCN(C(=O)C2CC2)CC1	0	6	15	6	-1	-1	6	-1	-8	i
COc1ccc(NC(=S)NNC(=O)C(C)n2nc(C)c([N+](=O)[O-])c2C)cc1 (stereo unspecified)	-9	18	-3	-3	-9	0	-31	1	7	i
CCCC(=O)Nc1nc2c(s1)COc1ccccc1-2	-3	2	-134	1	2	-1	-51	4	3	i
CCOC(=O)C1CCCN(C(=O)CNC(=O)c2nn(-c3ccc(OC)c(Cl)c3)c(=O)c3ccccc23)C1 (stereo unspecified)	0	-1	-11	-6	9	1	-21	3	1	i
O=C(O)c1ccccc1C(=O)Nc1nc(-c2ccc3ccccc3c2)cs1	-2	28	-38	-1	-1	-5	-66	-1	1	i
CN(C(=O)Cc1c(C(=O)O)n(C)c2ccccc12)c1cccc(C(F)(F)F)c1	-3	-5	18	3	8	0	-5	-10	-18	i
O=[N+]([O-])c1ccc(S(=O)(=O)Nc2cccc(-c3ccc(N4CCOCC4)nn3)c2)cc1	.	10	-83	5	.	1	.	12	17	i
CCN(CC)c1ccc(/C=N\N2CCN(Cc3ccc(C)cc3)CC2)cc1	-3	11	4	-1	-7	-1	-1	5	10	i
Cn1c(N)c(C(=O)COC(=O)C2(c3cccc(F)c3)CCCC2)c(=O)n(C)c1=O	2	16	19	1	-6	-1	-2	2	-6	i
COc1cc(NC(=O)CCN2CCN(C/C=C/c3ccccc3)CC2)cc(OC)c1	1	-26	8	2	-4	0	-26	-4	10	i
COC(=O)Nc1sc2c(c1C(=O)NC1CC1)CCCCCC2	8	15	0	2	-1	-4	8	-1	0	i
Cc1ccc2oc(C(=O)N3CCN(Cc4nccn4C)CC3)c(C)c2c1	-4	4	12	2	11	-2	9	-3	-9	i
Cc1cc(C)c(S(=O)(=O)N/N=C/c2ccc3c(c2)OCO3)c(C)c1	-3	7	8	2	-1	-2	-40	-55*	-64	i
O=C(COc1ccc(S(=O)(=O)N2CCOCC2)cc1)Nc1ccccc1C(F)(F)F	2	27	12	-4	1	-7	-33	-4	-17	i
COC(=O)c1c(-c2c(Cl)cccc2Cl)noc1C(=O)NN	-2	13	16	0	1	-1	-10	2	11	i
CS(=O)(=O)Nc1ccc(C(=O)N2CC(=O)Nc3ccccc32)cc1	-3	17	10	-21	1	3	-29	-8	-11	i
CCSc1nnc(NC(=O)CCC2CCCCC2)s1	.	-2	-17	2	.	1	.	2	7	i
CCCCCCC(=O)Nc1ccc(C(=O)N/N=C/c2cccnc2)cc1	2	20	-1	-3	-2	-2	7	0	14	i
O=C(NCCO)C(=O)NCC1CCCN1S(=O)(=O)c1cccs1 (stereo unspecified)	.	25	-3	0	.	0	.	-5	-11	i
COc1cc(OC)cc(C(=O)N2CCN(Cc3ccccc3C(F)(F)F)CC2)c1	0	15	7	-3	5	-5	-13	5	1	i
CC1CCc2nc3sc4c(c3c(N)c2C1)CCCC4 (stereo unspecified)	-2	9	-132	6	8	0	-86	21	35	i
Cc1nc(C(=O)N2CCOCC2)sc1C1(C)CC(c2ccccc2)=NO1 (stereo unspecified)	.	8	3	3	.	-1	.	-1	-14	i
O=C(Nc1cccs1)N1CCN(c2ncccn2)CC1	2	12	2	1	-1	-1	-11	-1	6	i
CC1CCc2c(sc(Nc3nc4c(F)cccc4s3)c2C(N)=O)C1 (stereo unspecified)	1	34	-51	-26	12	1	-10	1	1	i
CCOC(=O)C(C)Sc1nc(-c2ccccn2)ncc1OC (stereo unspecified)	7	36	2	0	8	-6	-17	1	3	i
C/C(=N/NC(=O)CC(=O)N/N=C(\C)c1ccc([N+](=O)[O-])cc1)c1ccc([N+](=O)[O-])cc1	-4	10	-8	0	0	-1	-12	3	14	i
Cc1nc2ccccc2c(=O)n1NS(C)(=O)=O	-1	7	20	1	0	3	-10	-9	1	i

Source: PubChem

A portion of the library; rates above refer to the full screens.
